SIRT5 block = inhibitors of human sirtuin-5 desuccinylase. AID 652115. Purified SirT5, succinyl-peptide AMC, trypsin-coupled fluorescence. inhibition, % at 15 µM. Q9NXA8. 1.1% of 330,000 active; in the data active = inhibition above about 15%; inconclusive = no clear call, values can overlap the other calls
E-sel inducer = E-selectin induction on HUVECs. P16581. 0.37% of 260,000 active. AID 686992. activation, % at 7.58 µM. HUVEC E-selectin immunofluorescence imaging; normalized: neutral wells 0, TNF-alpha wells 100;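 active = mean E-selectin-positive cell signal at least 10% of the positive control, reached in at least 60% of replicates, without over 20% cell loss; inconclusive = no rule given, readout overlaps actives, possibly toxicity-flagged; inactive = the rest, including those meeting only one limit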;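 also: in these data hits start at about 27%; measured in HUVEC primary endothelial cells; signal is the percent of cells scored E-selectin positive by PE staining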
Target sequence (P16581 whole entry, looked up): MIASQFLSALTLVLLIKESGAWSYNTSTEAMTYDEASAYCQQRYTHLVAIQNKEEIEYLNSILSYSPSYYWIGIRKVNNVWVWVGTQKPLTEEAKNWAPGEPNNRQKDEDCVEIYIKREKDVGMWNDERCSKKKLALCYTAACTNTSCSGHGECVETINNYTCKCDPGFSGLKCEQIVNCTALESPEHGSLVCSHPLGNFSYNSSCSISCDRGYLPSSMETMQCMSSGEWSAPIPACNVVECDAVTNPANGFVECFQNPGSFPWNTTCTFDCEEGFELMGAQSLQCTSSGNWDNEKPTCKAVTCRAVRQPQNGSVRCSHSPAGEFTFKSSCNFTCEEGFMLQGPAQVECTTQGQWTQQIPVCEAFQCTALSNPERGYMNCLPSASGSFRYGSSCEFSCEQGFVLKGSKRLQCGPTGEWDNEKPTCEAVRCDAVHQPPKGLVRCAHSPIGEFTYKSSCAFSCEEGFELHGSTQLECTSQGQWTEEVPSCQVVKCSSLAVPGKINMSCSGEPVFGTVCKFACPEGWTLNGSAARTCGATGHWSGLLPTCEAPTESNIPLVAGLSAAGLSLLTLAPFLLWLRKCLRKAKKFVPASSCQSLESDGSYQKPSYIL
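assay system = HUVEC, human umbilical vein endothelial cells | input = 3,000 HUVEC seeded per well | medium = EGM-2 growth medium on 0.1% gelatin-coated wells | dosing = one compound dose added by pin transfer | signal = immunofluorescence imaging | read-out basis = % PE-positive cells | control set = TNF-alpha, DMSO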
DENV2 CPE = DENV2-induced cell death inhibition. DENV2-infected cells, cytopathic effect rescue, plate reader. CPE inhibition, % at 9.99 µM. 1.7% of 350,000 active; in the data active = CPE inhibition above about 20%, passing the limit was not always enough; inconclusive = no clear call, values can overlap the other calls; tested in BHK-21 cells;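 also: 0% = median of neutral control wells and 100% = median of positive control wells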
ERp5 inh = ERp5 (human) disulfide isomerase inhibition; Q15084; ERp5 insulin aggregation, absorbance 650 nm, 90 min; inhibition, % at 9.99 µM; 0.05% of 350,000 active; AID 651711;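 active = mean replicate inhibition above about 25%, with every replicate also reaching it, limit read from the data, passing the limit was not always enough; inconclusive = only one of those two criteria met; inactive = neither criterion met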
Target sequence (Q15084 whole entry, looked up): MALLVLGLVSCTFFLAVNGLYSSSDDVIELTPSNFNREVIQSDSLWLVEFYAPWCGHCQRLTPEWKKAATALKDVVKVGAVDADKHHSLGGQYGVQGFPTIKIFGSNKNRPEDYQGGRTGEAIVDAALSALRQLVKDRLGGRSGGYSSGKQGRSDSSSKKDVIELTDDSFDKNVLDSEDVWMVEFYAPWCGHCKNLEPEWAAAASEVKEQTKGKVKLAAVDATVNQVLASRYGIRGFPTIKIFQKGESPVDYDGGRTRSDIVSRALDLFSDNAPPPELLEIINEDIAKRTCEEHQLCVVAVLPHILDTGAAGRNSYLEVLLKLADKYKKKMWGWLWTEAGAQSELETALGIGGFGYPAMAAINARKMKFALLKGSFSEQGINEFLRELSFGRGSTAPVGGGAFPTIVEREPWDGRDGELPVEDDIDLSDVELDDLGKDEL
S100A4 inh HTS = S100A4-myosin IIA interaction inhibition | inhibition, % at 10.7 µM | 0.14% of 360,000 active | S100A4/TAMRA-MyoIIA peptide fluorescence polarization | P26447;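 active = mean inhibition of at least 70% across replicates, with every replicate also reaching that level; inconclusive = mean inhibition reaches 70% but some replicates fall short; inactive = mean inhibition below 70%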
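Material: S100A4 monomer protein | Medium: HEPES pH 7.2 with CaCl2, KCl, NaCl, DTT, Triton | Reagent: Labelled myosin peptide probe, 5 nM | Doses: One dose per compound | Times: 5 min incubation before reading | Benchmarks: Neutral control DMSO, positive control TFP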
PglD DTNB = PglD (C. jejuni) enzyme inhibition; purified PglD enzyme, DTNB colorimetric CoA detection; inhibition, % at 12.5 µM; 0.098% of 360,000 active; AID 602405; in the data active = inhibition above about 16%, passing the limit was not always enough; inconclusive = no clear call, values can overlap the other calls; also: strong numbers were not always called active
C2C12 statin = protects C2C12 myotubes from simvastatin toxicity. ATP luminescence, 48 h; scaled: DMSO 0, geranylgeraniol control 100. rescue of ATP level, % at 7.49 µM. AID 602340. 0.78% of 330,000 active;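 active = mean ATP rescue above about 67%, or every replicate alone reaching that limit, limit read from the data, passing the limit was not always enough; inconclusive = no clear call, values can overlap the other calls; inactive = mean under the limit and some replicate under it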;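 also: myotubes were challenged with 10 µM simvastatin during compound exposure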
Numbers without * were called inactive; ? = inconclusive; / = not tested or not shown. Some of the compounds tested (hit frequency here may not be typical).

SMILES | SIRT5 block | E-sel inducer | DENV2 CPE | ERp5 inh | S100A4 inh HTS | PglD DTNB | C2C12 statin
C[C@H]1CN([C@@H](C)CO)C(=O)c2cccc(NC(=O)C3CCOCC3)c2O[C@H]1CN(C)S(=O)(=O)c1ccc(Cl)cc1 | -1 | 0.5 | 10 | 1 | 1 | -10 | -2
O=C(NCCc1c[nH]c2ccccc12)C(=O)NCC1OCCN1S(=O)(=O)c1cc(F)ccc1F (centres undefined) | -6 | 7.3 | / | 4 | -18 | -1 | 8
Cc1cccc(NS(=O)(=O)c2ccc(C)c(NS(=O)(=O)c3cccs3)c2)c1 | -3 | 0.0 | 5 | -10 | -29 | / | /
COc1ccc(S(=O)(=O)Nc2ccc(S(=O)(=O)Nc3cc(C)nc(C)n3)cc2)cc1OC | -2 | / | -3 | 7 | 2 | 0 | 19
COc1cccc(CNC(=O)c2nnn(CC(=O)Nc3cccc(C)c3)c2N)c1 | 0 | 3.4 | 0 | -10 | -4 | 1 | -6
Cc1cccc(C(=O)Nc2ccc(NC(=O)c3cccc(C)c3)cc2)c1 | 4 | 0.7 | -2 | 2 | -2 | -1 | -26
COc1ccc(-c2ccccc2)cc1NC(=O)c1ccncc1 | 0 | 2.9 | 11 | 5 | -5 | / | /
COC(=O)C[C@H]1C=C[C@@H](NC(=O)Nc2c(C)noc2C)[C@@H](CO)O1 | / | -0.3 | -4 | -4 | 0 | / | /
COC(CNC(=O)c1ccc2c(=O)n(Cc3ccc4c(c3)OCO4)c(=S)[nH]c2c1)OC | 16* | ? | -4 | 5 | -2 | -5 | 13
COCCn1c(=O)c2cc3c(=O)n(CCOC)c(=O)c3cc2c1=O | -4 | / | 3 | -10 | -2 | -1 | 10
O=C(NCCc1ccccc1)[C@H]1[C@H](CO)[C@H]2Cn3c(cccc3=O)[C@@H]1N2C(=O)C1CC1 | 4 | 0.7 | -3 | -2 | 13 | -2 | 3
Cn1cnc(CCNC(=O)C[C@H]2CC[C@H]3[C@@H](COC[C@H](O)CN3C(=O)C3CCCC3)O2)c1 | 0 | -0.1 | -1 | -2 | -12 | 1 | -19
CC(=NO)c1ccc2c(c1)C(=NO)c1ccccc1-2 | -6 | 0.5 | -7 | -9 | -4 | / | /
Cc1cccnc1NC(=O)Nc1cccc(Cl)c1 | 0 | -0.3 | -10 | 2 | 1 | -4 | 21
COc1ccccc1N(CC(=O)N/N=C/c1ccccc1C(=O)O)S(C)(=O)=O | 3 | / | -4 | 0 | 4 | / | /
C[C@H](CO)N1C[C@H](C)[C@@H](CN(C)S(=O)(=O)c2ccc(Cl)cc2)Oc2c(NS(=O)(=O)c3ccc(Cl)cc3)cccc2C1=O | 11 | -0.2 | 6 | 4 | -1 | 2 | 3
O=C(CSc1nnc(-c2c[nH]c3ccccc23)n1C1CC1)NC1CCS(=O)(=O)C1 (centres undefined) | / | -0.2 | 4 | 9 | -1 | 1 | 8
C[C@@H]1CN([C@@H](C)CO)C(=O)c2cc(NC(=O)c3ccncc3)ccc2O[C@@H](C)CCCCO[C@H]1CN(C)S(=O)(=O)c1cn(C)cn1 | 9 | -0.2 | -2 | 3 | -5 | 0 | /
COc1ccc(N2CCN(C(C)=C3C(=O)c4ccccc4C3=O)CC2)cc1 | -2 | / | 8 | -7 | -7 | / | /
O=C(CN1CCCCC1)Nc1ccc(Br)cc1[N+](=O)[O-] | -5 | 4.6 | / | 9 | -11 | 3 | -4
COC(=O)[C@@]1(Cc2ccc(F)cc2)[C@H]2c3cc(C(=O)N(C)C)n(CCSCCO)c3C[C@H]2CN1C(=O)c1ccccc1 | / | -0.1 | -5 | -1 | -4 | / | /
Cc1cc(N2CCN(C)CC2)nc2ccc(NC(=O)CCC(=O)NCCc3ccc(Cl)cc3)cc12 | -5 | -0.2 | 3 | 2 | -18 | -2 | 9
COc1ccc(NC(=O)c2cc(=O)[nH]c3ccccc23)cc1S(=O)(=O)N1CCOCC1 | / | 0.4 | -1 | -2 | 1 | -3 | 0
C[C@@H]1CN([C@H](C)CO)C(=O)Cc2cc(NS(=O)(=O)c3ccccc3)ccc2O[C@H]1CN(C)C(=O)Nc1ccc(C(F)(F)F)cc1 | 1 | 0.0 | -3 | 4 | 10 | / | -2
c1ccc(Cn2cc(CNc3ccccc3)nn2)cc1 | -5 | 0.2 | 15 | 2 | -1 | -4 | 8
O=C(COC(=O)c1cccc(Cl)c1Cl)NCc1cccs1 | -3 | / | 4 | -5 | -2 | -3 | 1
CC(C)n1c(CNC(=O)c2ccccc2F)nnc1SCC(=O)NC1CCCCC1 | 4 | / | ? | 7 | -4 | -2 | 2
CCn1c(SCC(=O)N(C)CCC#N)nc2cc(S(=O)(=O)N3CCOCC3)ccc21 | 0 | 1.1 | / | 4 | 1 | / | /
Nc1ccccc1-n1c(=O)n(Cc2ccccc2F)c(=O)c2[nH]cnc21 | -3 | 0.0 | 9 | -3 | -2 | 6 | -2
O=C(CN1CCN(c2ccc(O)cc2)CC1)Nc1ccc(-c2ccccc2)cc1 | 1 | -0.1 | -3 | 4 | -1 | 4 | 7

Just C2C12 statin, DENV2 CPE and E-sel inducer, for some of the entries so far:
SMILES	C2C12 statin	DENV2 CPE	E-sel inducer
CC(=NO)c1ccc2c(c1)C(=NO)c1ccccc1-2	/	-7	0.5
Cc1cccc(NS(=O)(=O)c2ccc(C)c(NS(=O)(=O)c3cccs3)c2)c1	/	5	0.0

Next compounds follow:
SMILES | SIRT5 block | E-sel inducer | DENV2 CPE | ERp5 inh | S100A4 inh HTS | PglD DTNB | C2C12 statin
Cc1ccc(C(=O)O/N=C(\N)c2ccccn2)cc1 | -2 | / | 29* | -1 | -4 | -9 | -97
O=C(CCCCCNC(=O)c1ccccc1)C[N+](=O)[O-] | -4 | -0.2 | 2 | 2 | 2 | / | /
OCCC1CN(Cc2nc3c(s2)CCCC3)CCN1CCc1ccccc1 (centres undefined) | 2 | / | 7 | 3 | -2 | / | /
C[C@@H]1CN([C@@H](C)CO)C(=O)Cc2cc(NC(=O)CCCCCC(=O)Nc3ccccc3N)ccc2O[C@H]1CN(C)C(=O)Nc1ccc(C(F)(F)F)cc1 | / | / | 0 | / | / | 4 | -13
CC(=O)c1ccc(S(=O)(=O)NCCC(=O)N2CCN(c3ccccn3)CC2)cc1 | -5 | / | 11 | -4 | 0 | -2 | -7
C[C@@H]1CCCCO[C@@H](CN(C)C(=O)c2ccccc2)[C@H](C)CN([C@@H](C)CO)C(=O)c2cc(N(C)C)ccc2O1 | 0 | 0.1 | -4 | 1 | 1 | 0 | 2
Nc1ccccc1S(N)(=O)=O | -3 | -2.3 | 0 | 3 | -6 | -1 | -3
C=CCOc1cccc(C(=O)N2CCCC(Nc3ccc(F)cc3)C2)c1 (centres undefined) | -2 | -0.2 | ? | -8 | -1 | 2 | /
CCC(C)Sc1nnc(NC(=O)c2ccco2)s1 (centres undefined) | -1 | 0.0 | -6 | 4 | 3 | 2 | 1
CCCCN1C(N)=NC[C@@H]1Cc1ccc(O)cc1 | -3 | -0.1 | -1 | 0 | -3 | -1 | 1
COc1cccc(S(=O)(=O)N[C@@H]2C=C[C@@H](CC(=O)NC3Cc4ccccc4C3)O[C@H]2CO)c1 | -1 | -0.1 | 1 | 3 | -3 | -1 | -7
Nc1nc2ccc(Cl)cc2cc1C(=O)NC1CC1 | -1 | 14 | 0 | -2 | 2 | / | /
CO[C@H]1CN(C)C(=O)c2cc(NC(=O)NC(C)C)ccc2OC[C@H](C)N(CC2CC2)C[C@@H]1C | -4 | -0.1 | 8 | 1 | 2 | -1 | -10
CNc1ncnc2c1ncn2[C@H]1CN(Cc2ccccc2)C[C@@H](CO)O1 | / | -0.3 | 7 | 0 | -1 | 3 | 5
COc1cccc(NC(=O)N[C@H]2CC[C@H](CC(=O)NCc3ccccn3)O[C@@H]2CO)c1 | 5 | -0.3 | -2 | 0 | -6 | -2 | -5
Cc1ccc(-c2nn(Cc3ccccc3)cc2C(=O)NCC2CCCO2)cc1 (centres undefined) | -2 | / | 5 | -2 | -1 | -8 | -1
COCC(=O)N1CC2(C1)[C@H](c1ccc(-c3ccc(F)cc3)cc1)[C@H](CO)N2C(=O)C1CC1 | -2 | -0.3 | 19 | -1 | -7 | / | /
CC(C)NC(=O)Nc1ccc2c(c1)C(=O)N([C@@H](C)CO)C[C@H](C)[C@H](CN(C)Cc1ccc(C(F)(F)F)cc1)OCCCC[C@@H](C)O2 | 7 | / | -1 | -8 | 2 | -4 | /
CC(C)NC(=O)Nc1ccc2c(c1)C(=O)N([C@@H](C)CO)C[C@H](C)[C@H](CN(C)C(=O)Nc1ccc3c(c1)OCO3)O2 | 0 | 0.3 | 87* | 11 | 1 | 1 | 6
O=C1O[C@@H](c2ccccc2)[C@@H](c2ccccc2)N2[C@@H](c3ccc(O)cc3)[C@]3(C(=O)Nc4ccc(C#CC5=CCCCC5)cc43)[C@@H](C(=O)O)[C@H]12 | 6 | / | 1 | 0 | -9 | 1 | /
COc1ccc(-c2[nH]ncc2CN2CCCOc3c(cccc3OC)C2)c(OC)c1 | -1 | / | -1 | 2 | 0 | -7 | 0
C[C@@H]1CCCCO[C@@H](CN(C)C(=O)Nc2cccc3ccccc23)[C@H](C)CN([C@H](C)CO)C(=O)c2cc(NS(=O)(=O)c3ccc(Cl)cc3)ccc2O1 | 10 | / | -4 | -2 | 15 | 4 | 87*
O=C(Cn1ccc([N+](=O)[O-])n1)NCc1cccnc1 | -1 | 0.0 | -2 | 0 | -1 | -1 | 5
COc1ccc(S(=O)(=O)N(C)C)cc1NC(=O)Cc1ccc(S(=O)(=O)N2CCOCC2)s1 | -11 | 0.0 | -1 | 2 | -3 | -1 | 1
O=C(C[C@H]1CC[C@H](NS(=O)(=O)c2ccc(F)cc2)[C@H](CO)O1)NC1CCCCC1 | 0 | -0.1 | 7 | 8 | -3 | 2 | 2
CNC(=O)Nc1ccc2nc(C)sc2c1 | 1 | / | / | 12 | 0 | / | /
O=[N+]([O-])c1ccc2c(c1)CCN2 | 1 | 0.6 | 4 | -2 | -5 | 0 | 8
CC(=O)Nc1cc(C(F)(F)F)ccc1N1CCOCC1 | -4 | / | 4 | 4 | 2 | 4 | -30
CCCc1ccc(OCc2ccc(C(=O)NN)o2)c(OC)c1 | -2 | 0.8 | -2 | -3 | -9 | 0 | 9
Cc1nc2c(C)cccc2c2c1CCS2 | 0 | -0.2 | 1 | -3 | -1 | / | -11
Cc1cc(S(=O)(=O)NCc2ccco2)c(C)cc1Cl | -3 | -0.8 | 6 | 1 | 4 | -2 | /
C[C@@]12CCC=C[C@H]1[C@H](c1ccc(F)c(/C=C/c3ccccc3)c1)N(Cc1ccccc1)C2=O | / | -0.1 | ? | 5 | 5 | -6 | 23
CCOc1ccc(/C=C2\SC(=S)N(C)C2=O)cc1OC | 3 | 0.1 | 10 | 1 | 0 | 5 | /
COc1ccc(S(=O)(=O)N2CCCCC2)cc1NC(=O)CCCNC(=O)c1ccc(Cl)cc1 | -2 | / | 9 | -5 | 0 | -2 | 23
CCOC(CNc1ncnc2sc(-c3ccccc3)cc12)OCC | 9 | 0.2 | -8 | 2 | -18 | -3 | -14
COc1ccc(CNc2cc(C)ccn2)c(O)c1 | -2 | / | 7 | 2 | -2 | 1 | -6
O=C(C[C@H]1CC[C@H](NC(=O)Nc2ccccc2F)[C@H](CO)O1)NCc1ccc(-c2ccccc2)cc1 | -1 | 0.4 | -9 | 2 | 6 | / | /

Source: PubChem BioAssay (Broad Institute)
